Source: PubChem BioAssay
RXFP1 antagonist = blocks the human relaxin receptor RXFP1; Q9HBX9; HEK293-RXFP1, relaxin-stimulated cAMP HTRF, 30 min; active compounds read low; activity change, negative = inhibition, % at 57.5 µM; 0.59% of 350,000 active; AID 1259400;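 active means activity change of -60% or lower, but not beyond a set lower limit; inconclusive means change between -60% and -40%, or beyond the set limit; inactive means change above -40%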; further: on the % scale 0 is the no-effect control and ±100 the full control effect
Apoferritin bind = candidate novel general anesthetic via apoferritin binding; P02791; apoferritin/1-aminoanthracene competitive binding, fluorescence; Potency, µM (doses to about 77.5 µM), inactives show at the top dose activity change, negative = displacement, usual class: inhibitors; 0.074% of 350,000 active; further: potency means the concentration at half of the fitted maximal effect; on the % scale 0 is the no-effect control and ±100 the full control effect; nearly all actives have a fitted effect of over 20% in size
Target sequence (P02791 2-175 limits assumed): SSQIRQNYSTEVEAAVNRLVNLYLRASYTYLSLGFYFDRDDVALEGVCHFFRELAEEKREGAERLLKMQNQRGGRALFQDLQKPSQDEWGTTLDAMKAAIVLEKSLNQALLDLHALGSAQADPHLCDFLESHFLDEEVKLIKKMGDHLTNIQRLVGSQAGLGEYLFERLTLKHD
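Steps: apoferritin (10 uM) was premixed with half-saturated 1-AMA in PBS, compounds were pin-transferred, plates stood 10 min at room temperature, fluorescence was read at 380/535 nm, and curves were fitted with a Hill equation.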
BLM inh = blocks DNA unwinding by human BLM helicase. Potency, µM (doses to about 56.1 µM), without a hit: at the highest dose activity change, negative = inhibition, most hits filed as inhibitors. recombinant BLM DNA unwinding, fluorescence dequenching. 0.2% of 350,000 active. AID 2528;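 further: potency means the concentration at half of the fitted maximal effect; plate controls were vehicle for no effect and no enzyme for full effect; nearly all actives have a fitted effect of over 35% in size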
POLI inh = inhibitors of human DNA polymerase iota | 1% of 390,000 active | AID 588590 | Potency, µM (top dose mostly 115 µM), inactives show top-dose activity, negative = inhibition, usual class: inhibitors | Q9UNA4 | Pol iota fluorescent replication assay, 10 min; further: potency means the concentration at half of the fitted maximal effect
Target sequence (Q9UNA4 whole entry, looked up): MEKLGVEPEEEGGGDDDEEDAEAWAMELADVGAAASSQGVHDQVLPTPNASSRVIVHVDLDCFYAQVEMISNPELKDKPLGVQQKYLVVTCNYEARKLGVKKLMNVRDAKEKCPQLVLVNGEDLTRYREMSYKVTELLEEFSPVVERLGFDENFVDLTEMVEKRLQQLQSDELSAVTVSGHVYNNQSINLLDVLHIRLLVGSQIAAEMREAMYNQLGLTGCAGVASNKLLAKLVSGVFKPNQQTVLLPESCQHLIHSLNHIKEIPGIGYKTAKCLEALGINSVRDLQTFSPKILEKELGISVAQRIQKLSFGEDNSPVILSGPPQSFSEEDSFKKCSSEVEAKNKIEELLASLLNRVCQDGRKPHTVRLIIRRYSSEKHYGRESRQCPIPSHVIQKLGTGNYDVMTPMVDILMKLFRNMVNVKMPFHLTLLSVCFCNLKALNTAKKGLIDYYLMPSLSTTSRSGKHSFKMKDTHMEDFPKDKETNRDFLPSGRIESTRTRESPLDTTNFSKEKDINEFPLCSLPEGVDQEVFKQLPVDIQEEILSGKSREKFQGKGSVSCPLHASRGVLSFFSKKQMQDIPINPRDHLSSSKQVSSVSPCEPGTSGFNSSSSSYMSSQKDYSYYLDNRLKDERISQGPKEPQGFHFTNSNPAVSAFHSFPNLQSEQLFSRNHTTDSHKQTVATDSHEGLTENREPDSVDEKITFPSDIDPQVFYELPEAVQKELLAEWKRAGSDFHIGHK
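Fluorescent replication assay read twice, at 0 min and 10 min after adding 50 nM (final) substrate. Enzyme (10 nM) and compounds were first incubated 15 min at room temperature; enzyme-free buffer wells were negative controls.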
POLH inh = blocks human DNA polymerase eta activity; Potency, µM (top dose mostly 114 µM), for inactives: at the highest dose activity change, negative = inhibition, actives largely listed as inhibitors; recombinant Pol eta, fluorescent DNA replication assay; 1.2% of 390,000 active; Q9Y253; AID 588591; further: potency means the concentration at half of the fitted maximal effect; on the % scale 0 is the no-effect control and ±100 the full control effect
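Pol eta at 10 nM preincubated with compounds 15 min at room temperature; reaction started with fluorescent substrate (50 nM final) and read kinetically at 0 and 10 min.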
Pol beta inh = DNA polymerase beta (human) inhibition. 1.3% of 340,000 active. P06746. Potency, µM (highest dose often 114 µM), inactives show at the highest dose activity change, negative = inhibition, hits mostly inhibitors. Pol beta primer extension/strand displacement, fluorescence kinetic; further: potency means the concentration at half of the fitted maximal effect; on the % scale 0 is the no-effect control and ±100 the full control effect
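Preincubation: enzyme (10 nM) with compound, 15 min, RT. Reaction: substrate added to 50 nM final. Reads: 0 and 10 min. Analysis: normalized, Hill fit.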
Tb PGK inh = T. brucei PGK inhibition. P07378. PGK/GAPDH coupled, Kinase-Glo luminescence, 60 min. Potency, µM (top dose mostly 57.5 µM), without a hit: at the highest dose activity change, negative = inhibition, actives largely listed as inhibitors. 0.043% of 380,000 active; further: potency means the concentration at half of the fitted maximal effect; on the % scale 0 is the no-effect control and ±100 the full control effect; nearly all actives have a fitted effect of over 60% in size
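Recombinant glycosomal PGK reaction used 1,3-bisphosphoglycerate generated in-well by GAPDH (100nM final) in 100mM TEA pH 7.6, 5mM MgCl2, 0.01% Tween-20. After 60 minutes at room temperature, ATP was read by Kinase-Glo Plus luminescence end-point.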
APE1 inh = APE1 (human) endonuclease inhibition; Potency, µM (top dose mostly 65.8 µM), for inactives: at the top dose activity change, negative = inhibition, usual class: inhibitors; recombinant APE1, TAMRA/BHQ-2 abasic DNA cleavage fluorescence; 0.35% of 350,000 active;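 further: potency means the concentration at half of the fitted maximal effect; plate controls were vehicle for no effect and reference inhibitor for full effect; nearly all actives have a fitted effect of over 55% in size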
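Step 1: APE1 (0.75 nM) with compound, 15 min RT. Step 2: add 50 nM fluorophore/quencher THF duplex. Step 3: three fluorescence reads 60 s apart (525/598 nm); read 3 minus read 1 = reaction progress.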
Pol kappa inh = DNA polymerase kappa (human) inhibition; Q9UBT6; purified Pol kappa, fluorescent DNA synthesis assay, 10 min; Potency, µM (titrated, usually from 107 µM), without a hit: at the highest dose activity, negative = inhibition, actives largely listed as inhibitors; 0.53% of 400,000 active; further: potency means the concentration at half of the fitted maximal effect; on the % scale 0 is the no-effect control and ±100 the full control effect
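Inhibition of 10 nM Pol kappa is measured by a fluorescent read-out at 0 and 10 min following addition of 50 nM substrate (final), with a 15-min room-temperature compound preincubation.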
Numbers without * were called inactive; i = inactive; ? = inconclusive; · = no result given; & = joins results of further samples; [ ] = another dose, or the depositor's remark. Unless noted, the call rests on the fitted dose curve; in most records, active means well fitted curve in the direction sought with a large enough effect; inconclusive means small, poorly fitted or top-dose-only effect, or another doubt; inactive means no such curve, though single readings can be large; an effect the other way counts as inactive or inconclusive. This is a subset; count on the stated rates, not on these rows.

SMILES	RXFP1 antagonist	Apoferritin bind	BLM inh	POLI inh	POLH inh	Pol beta inh	Tb PGK inh	APE1 inh	Pol kappa inh
CCOC(=O)c1ncn2c1[C@@H]1CCNC1C(=O)c1cc(OC)ccc1-2 (stereo partly drawn)	·	·	·	13%	-1%	·	-2%	6%	4%
COc1ccc(C(=O)CSc2nnc(-c3cccnc3)n2Cc2ccco2)cc1	-12	-21%	3%	-2%	0%	20%	i	0%	-4%
Cc1cccc(-c2nc3c(c(=O)c4ccccc4n3C)c(=O)n2-c2ccccc2)c1	-8	-3%	4%	-6%	-20%	4%	-1%	1%	3%
O=C(COC(=O)/C=C/c1cccc([N+](=O)[O-])c1)Nc1ccc(Cl)cn1	-11	·	·	?	-7%	·	-2%	36%[activator]	-7%
Cc1cccnc1NC(=O)c1cc2ccccc2oc1=O	-4	-6%	0%	32%[activator]	3%	-2%	i	-1%	-1%
COc1ccc(CC(=O)OC(C)C(=O)NCc2ccc3c(c2)OCO3)cc1OC (stereo not drawn)	·	·	·	3%	-10%	·	8%	-9%	-5%
O=C(CN1C(=O)NC(Cc2c[nH]c3ccccc23)C1=O)NCC(F)(F)F (stereo not drawn)	4	1%	-2%	-27%	-9%	11%	2%	4%	-8%
COc1ccc(-c2noc(COc3cc(C)c(Br)c(C)c3)n2)cc1OC	-6	-5%	-8%	2%	-15%	-15%	i	·	-14%
COC(=O)c1c(C)[nH]c(C(=O)NCc2ccco2)c1C	5	-5%	-1%	140%[activator]	-12%	1%	-4%	1%	-6%
CCOC(=O)c1nc(NCc2ccccc2C)c2ccccc2n1	-16	-16%	1%	85%[activator]	-18%	-21%	-1%	?	1%
CN[C@@H](CCCN=C(N)N)C(=O)N[C@@H](CCCCN)C(=O)N1CCC[C@H]1C(=O)N[C@@H](Cc1c[nH]c2ccccc12)C(=O)N[C@H](C(=O)N[C@H](CC(C)C)C(=O)O)C(C)(C)C	·	-10%	-2%	·	·	·	·	2%	7%[60.1 µM]
O=C(N1CCCC1)C12CC3CC(CC(C3)C1)C2	-8	-11%	-14%	-10%	-1%	27%	-7%	-2%	-6%
CCc1cccc(NC(=O)C2CCCN2S(=O)(=O)c2ccc3c(c2)n(C)c(=O)c(=O)n3C)c1 (stereo not drawn)	18&3	-6%&-10%	1%&-3%	-9%&10%	3%&-3%	23%&39%	-2%	0%	-8%&-10%
c1csc(-c2noc(CN3CCOCC3)n2)c1	2	15%	-1%	32%[activator]	-1%	-24%	-9%	1%	-2%
Cc1ccc(N(CC(=O)NCc2ccco2)S(=O)(=O)c2ccccc2)cc1	3	-20%	-5%	0%	-16%	-3%	-10%	-2%	-9%
CCCCn1c(N)c(N(C(=O)CSc2nnnn2-c2ccc(C)cc2)C2CCCC2)c(=O)[nH]c1=O	-10	·	·	-2%	-10%	·	10%	·	4%
CCCCn1cc(S(=O)(=O)c2ccc(OC)cc2)c(=O)c2cc(F)c(N3CCCC3)cc21	-7	-13%	0%	8%	4%	17%	-9%	·	-10%
Cc1ccc(S(=O)(=O)Nc2ccccc2CNc2c(C)n(C)n(-c3ccccc3)c2=O)cc1	-1	113%[activator]	-11%	6%	-10%	0%	-3%	-1%	-7%
CCCCc1c(C)c(C#N)c2nc3ccccc3n2c1NCCN(C)C	2	-2%	-6%	44%[activator]	-14%	27%	i	-10%	12%
COc1ccc(C(=O)c2oc3nc(C)cc(C)c3c2N)cc1	0	7%	3%	-6%	-6%	-9%	-5%	1%	-3%
O=C(CN1C(=O)C2CC=CCC2C1=O)Nc1nc2ccccc2s1 (stereo not drawn)	0	-4%	1%	8%	-2%	0%	-7%	6%	-7%
CCC1=C(OC(=O)N(CC)CC)N2C(=O)OC(=NCC3CC3)[C@]2(C)[C@H]2C1=CC[C@H]1C(=O)N(CC(=O)OC)C(=O)[C@H]12	·	-9%&2%	0%&-2%	12%	-16%	21%	0%	11%&2%	-4%
O=C(C1=C[C@@H](C2CC2)C[C@@H](OCc2ccc(CO)cc2)O1)N1CCOCC1	·	-4%	0%	25%	-9%	51%	i	15%	17%
COc1ccc(NC(=O)COC(=O)CCC2CCCCC2)cc1	-11	·	·	-25%	-24%	·	-7%	-8%	-12%
O=C(O)CCCCCn1c(SCC(=O)c2ccc(O)c(O)c2)nc2ccsc2c1=O	-1	-5%	2%	?	2.8µM*	40µM*	-15%	?	?
COc1ccc(CCNC(=O)C(C)n2nc(C)c3sc4ccccc4c3c2=O)c(OC)c1 (stereo not drawn)	-14	-24%	42%[activator]	-8%	·	?	·	·	-24%
O=C(O)COc1ccc(/C=C/C(=O)c2ccc3ccccc3c2)cc1	2	93%[activator]	-7%	18µM*	25µM*	-11%	-1%	2%	-13%
Cc1ccc(S(=O)(=O)NC2CCOC(C)(C)C2)cc1 (stereo not drawn)	0	-9%	-2%	3%	2%	3%	5%	2%	-5%
Cc1ccc(OCc2n[nH]c(=S)n2-c2ccc(Cl)cc2)cc1	1	-15%	-5%	99%[activator]	3%	1%	-5%	6%	-1%
O=C(CNC(=O)N1CC(=O)Nc2ccccc21)Nc1cccc(F)c1	10	-2%	0%	21%	-13%	2%	3%	16%	8%
COCc1cc(C)nc2oc(C(=O)c3ccccc3)c(N)c12	-14	-7%	-5%	196%[activator]	-27%	3%	-6%	-2%	1%
NC(=O)C1CCN(C(=O)c2cc(S(=O)(=O)N3CCOCC3)ccc2Cl)CC1	10	-5%	0%	117%[activator]	-17%	3%	-2%	-2%	8%
N#Cc1ccsc1NC(=O)CCc1ccccc1	-3	?	-7%	149%[activator]	-21%	?	-1%	2%	-1%
CCn1ncc(CNC(=O)CCCSc2nc(-c3ccco3)cc(C(F)(F)F)n2)c1C	0	-13%	-7%	-2%	-6%	-25%	3%	5%	-14%
COc1cccc(CNn2cnnc2)c1OCc1ccccc1F	-4	-11%	-4%	?	-9%	-18%	-11%	-2%	10%
CCCCNc1nc(-c2ccccc2)nc(-n2ccnc2)n1	-1	-4%	3%	3%	4%	?	-4%	?	-18%
Cc1ccc(NS(=O)(=O)c2ccc(C(=O)NCC(c3ccco3)N3CCCCC3)cc2)cc1 (stereo not drawn)	-14	·	·	8%	-18%	·	-4%	-9%	-10%
CCOC(=O)c1sc(N2C(=O)c3oc4ccc(F)cc4c(=O)c3C2c2ccc(O)cc2)nc1C (stereo not drawn)	-7	-12%	-5%	-7%	8%	22%	1%	·	5%
CCCN1CCN(CCCNC(=O)c2ccccc2NC(=O)C2=C(C)OCCS2)CC1	-29	-4%	2%	-19%	-14%	19%	-8%	-9%	1%
CCCCc1nn2c(=O)cc(COC(=O)c3cccc(OC)c3)nc2s1	·	-15%	0%	8%	-5%	0%	1%	·	0%
CCOC(=O)N1CCN(C(=O)c2cnc(Nc3ccccc3OC)c3ccccc23)CC1	17	-3%	0%	3%	-5%	-12%	-3%	-3%	2%
CC1=NN(c2ccc(C(=O)O)cc2)C(=O)/C1=C\c1ccc(OC(=O)c2cccs2)cc1	?	-15%	-4%	?	22µM*	?	1%	?	-18%
Cc1nn(C)c(C)c1CNC(=O)c1cnn2c1NC(c1ccccc1)CC2C(F)(F)F (stereo not drawn)	-10	-13%	-6%	45%[activator]	-7%	28%	-8%	-5%	3%
Cc1cc(C(F)(F)F)nc(-n2cc(-c3ccccc3)nn2)n1	-7	-7%	3%	12%	-13%	1%	-8%	0%	1%
O=C(Cc1ccccc1)NN1C(=O)C2C3C=CC([C@@H]2C1=O)C31CC1 (stereo partly drawn)	-1	2%	6%	15%	-16%	36%	-8%	13%	-4%
COc1ccc(OC)c(CCNC(=O)c2c(C)nn(-c3ccc(F)cc3)c2-n2cccc2)c1	·	-13%	-5%	24%	-29%	1%	-7%	·	-10%
CCCc1cc(=O)oc2cc(C)c3c(-c4ccccc4)c(C)oc3c12	-11	-8%	-7%	4%	-8%	0%	5%	·	-9%
CS(=O)(=O)N(CC(=O)N1CCCCCC1)c1ccc(Br)cc1	-2	-4%	-1%	1%	-11%	-2%	-3%	-3%	-20%

Some of these compounds in order of the BLM inh value, ascending.
structure,BLM inh
CCOC(=O)c1sc(N2C(=O)c3oc4ccc(F)cc4c(=O)c3C2c2ccc(O)cc2)nc1C (stereo not drawn),-5%
CCCCc1nn2c(=O)cc(COC(=O)c3cccc(OC)c3)nc2s1,0%
CCCN1CCN(CCCNC(=O)c2ccccc2NC(=O)C2=C(C)OCCS2)CC1,2%

Going on with the list.
SMILES	RXFP1 antagonist	Apoferritin bind	BLM inh	POLI inh	POLH inh	Pol beta inh	Tb PGK inh	APE1 inh	Pol kappa inh
O=C(CN1CSCC1=O)N1CCN(S(=O)(=O)c2ccc(Cl)cc2)CC1	5	·	·	-7%	-10%	·	-9%	20%	10%
CC(/C=N/NC(=O)CSc1n[nH]c(=O)[nH]c1=O)=C\c1ccccc1	-13	-1%	0%	-8%	-7%	8%	-3%	1%	1%
Cc1ccc(CNC(=O)c2ccc3c(=O)[nH]c4c(C(=O)NCC5CCCO5)sc(=S)n4c3c2)cc1 (stereo not drawn)	-17	-3%	-2%	24%	-24%	-2%	i	15%	-15%
COc1cc(/C=C/C(=O)OCC(=O)NCc2cccs2)ccc1OCC#N	-7	4%	-8%	119%[activator]	-21%	-3%	-3%	3%	-6%
Cc1ccc2oc(-c3cccc(NC(=O)Cn4cnc5c(=O)n(C)c(=O)n(C)c54)c3)nc2c1	·	-9%	3%	·	·	1%	·	6%	·
O=C(OCC(=O)N1CCc2ccccc21)c1ccc[n+]([O-])c1	0	-11%	-1%	-1%	-13%	-13%	-11%	4%	2%
COc1ccc(COc2ccc(S(=O)(=O)N3CCCC3)cc2C(N)=O)cc1F	-1	-13%	1%	-2%	-13%	-4%	-1%	4%	6%
CCOC(=O)c1c(C)n(C)c2ccc(OC)c(NC(=O)CN3CCSCC3)c12	5	-9%	-5%	5%	2%	37%	5%	11%	3%
